PP1 counter: PP1-alpha (human) inhibition in PP5 counter-screen; AID 2235; purified PP1alpha, OMFP fluorescence; P62136; inhibition, % at 6.7 µM; 320,000 compounds, 0.9% hits;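 active means inhibition above the mean inhibition of all tested compounds plus 3 SD, computed separately for each screening campaign, cut at about 15% in these data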
HCV core dimer: HCV core protein dimerization inhibition. inhibition, % at 5 µM. TR-FRET GST/Flag-core106 dimerization, 1536-well. 300,000 compounds, 0.33% hits. AID 1899;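 active means inhibition above the mean of all tested compounds plus 3 SD, set per screening campaign, cut at about 45% in these data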
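Assay system – GST-tagged and Flag-tagged HCV core protein residues 1-106 · Quantity – core106 proteins, GST 13.5 nM and Flag 17 nM · Benchmarks – unlabelled core106 and no-GST-core106 wells · Read-out basis – percent inhibition of core106 dimerization signal · Detection – time-resolved FRET, ex 340 nm, em 617 and 671 nm · Schedule – 4 h at 22.5 °C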
PP5 primary: inhibitors of human protein phosphatase 5 (PP5); P53041; purified PP5c, OMFP substrate fluorescence; inhibition, % at 6.7 µM; 320,000 compounds, 0.18% hits; AID 1987;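 active means inhibition above the campaign's mean inhibition across all tested compounds plus 3 SD, cut at about 9.5% in these data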;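 further: 0% = DMSO only and 100% = 100 µM cantharidin control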
GRK2 inh: inhibitors of human GRK2 displacing RNA aptamer | P25098 | bead flow cytometry, FAM-aptamer displacement from GRK2 | inhibition of aptamer binding, % at 10 µM | 330,000 compounds, 0.59% hits | AID 488847;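 active means inhibition of aptamer binding above 40%, roughly 3 SD of noise, on plates passing a quality check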;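 further: median bead fluorescence of bound FAM aptamer so fluorescent compounds give negative values; no value below 0 was filed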
VLA-4 inh: inhibition in a human VLA-4 binding assay | 330,000 compounds, 0.2% hits | inhibition, % (about 7 µM as worked out from the volumes in the protocol) | P13612 | VLA-4 expressing cells, ligand binding flow cytometry; in the data active means inhibition above about 50%
Target sequence (P13612 whole entry, looked up): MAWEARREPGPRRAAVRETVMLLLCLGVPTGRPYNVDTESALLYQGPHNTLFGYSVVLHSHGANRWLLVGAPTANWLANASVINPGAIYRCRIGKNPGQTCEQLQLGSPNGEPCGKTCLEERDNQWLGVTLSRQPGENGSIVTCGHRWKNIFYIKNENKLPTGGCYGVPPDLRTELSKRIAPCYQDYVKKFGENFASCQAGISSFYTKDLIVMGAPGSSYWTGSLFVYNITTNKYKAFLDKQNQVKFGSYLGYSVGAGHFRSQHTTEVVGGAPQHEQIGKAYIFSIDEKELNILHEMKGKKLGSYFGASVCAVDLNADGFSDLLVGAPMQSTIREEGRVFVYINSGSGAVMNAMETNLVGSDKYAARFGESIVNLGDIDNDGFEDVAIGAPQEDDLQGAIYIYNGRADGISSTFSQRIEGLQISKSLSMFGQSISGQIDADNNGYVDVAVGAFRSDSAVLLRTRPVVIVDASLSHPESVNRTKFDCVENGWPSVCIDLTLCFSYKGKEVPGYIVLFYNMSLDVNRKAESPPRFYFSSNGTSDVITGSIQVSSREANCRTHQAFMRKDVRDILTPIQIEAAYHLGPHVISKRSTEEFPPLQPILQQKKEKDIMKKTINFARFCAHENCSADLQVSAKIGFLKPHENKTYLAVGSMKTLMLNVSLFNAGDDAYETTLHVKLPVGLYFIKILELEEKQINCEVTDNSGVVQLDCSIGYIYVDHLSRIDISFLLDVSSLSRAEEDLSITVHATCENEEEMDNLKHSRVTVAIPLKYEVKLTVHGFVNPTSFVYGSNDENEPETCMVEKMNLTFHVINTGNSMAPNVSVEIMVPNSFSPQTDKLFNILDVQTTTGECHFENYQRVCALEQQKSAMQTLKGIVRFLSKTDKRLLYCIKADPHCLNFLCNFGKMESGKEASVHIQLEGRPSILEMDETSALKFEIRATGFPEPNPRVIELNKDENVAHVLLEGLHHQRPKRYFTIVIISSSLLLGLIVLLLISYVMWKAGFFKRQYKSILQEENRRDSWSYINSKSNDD
proCasp3 act: activators of human procaspase-3; P42574; recombinant procaspase-3 D3A, Ac-DEVD-pNA absorbance 405 nm; activation, % at 8.5 µM; 330,000 compounds, 0.11% hits; AID 463141;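 active means activation above the mean of all tested compounds plus 3 SD, cut at about 21% in these data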;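 further: 0% = DMSO alone and 100% = DMSO wells spiked with extra 5 µM PC-3 D3A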
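Evaluation: percent activation relative to control range; Material: Procaspase-3 D3A mutant, all three cleavage aspartates alanine; Compound: single dose, 8.5 µM nominal compound, 0.8% DMSO; Replication: one well per compound; Signal: absorbance at 405 nm, 0 and 120 min; Schedule: 1 h preincubation plus 2 h reaction at 25 °C.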
JMJD2C inh: blocks human GASC-1 demethylase activity. GST-JMJD2C(1-420) H3K9me3 demethylation, DELFIA europium. 330,000 compounds, 0.069% hits. inhibition, % at 2.35 µM;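 active means more than half of a compound's replicate wells show inhibition beyond 50%, single wells judged on their own value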;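 further: signal counts dimethyl H3K9 product captured on neutravidin plate; 0% = median of DMSO wells and 100% = 0.3 times that DMSO median; strong numbers were not always called active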
Fh CTSL1 inh: counter-screen for PFM18AAP inhibitors: inhibitors of F. hepatica cathepsin L1; inhibition, % at 5.96 µM; 300,000 compounds, 0.49% hits; recombinant F. hepatica cathepsin L1, Z-Leu-Arg-MCA fluorescence;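 active means inhibition above the mean of all tested compounds plus 3 SD, set per screening campaign, cut at about 17% in these data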;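 further: 0% = plate median of test compound wells and 100% = 1 µM Z-Phe-Ala-diazomethylketone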
procasp7 counter: counter-screen for procaspase-3 activators: activators of human procaspase-7; P55210; recombinant procaspase-7, Ac-DEVD-pNA absorbance 405 nm; D23A/D198A/D206A triple mutant, cannot self-cleave; scale: DMSO 0, 5 µM enzyme 100; activation, % at 8.5 µM; 330,000 compounds, 0.093% hits; AID 463210;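 active means percent activation above the screen-wide mean plus 3 SD, cut at about 25% in these data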
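signal = Epi-absorbance of released pNA at 405 nm, two timepoints | assay system = Uncleavable procaspase-7 mutant enzyme | reagent = Ac-DEVD-pNA substrate, 400 µM as added | times = 1 h enzyme–compound preincubation and 2 h substrate reaction, both 25 °C | benchmarks = low DMSO alone, high DMSO plus 5 µM PC-7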
Active calls of the source: *.

The opening 2 entries, to show the layout:
O=C(ON=C1CCN(S(=O)(=O)c2ccccc2)CC1)c1ccc(F)cc1 was read as PP1 counter 0, HCV core dimer 1, PP5 primary -1.0, GRK2 inh 0, VLA-4 inh -1, proCasp3 act -5, JMJD2C inh -8, Fh CTSL1 inh 5 and procasp7 counter 9.
Cn1cc(SCC(=O)N2CCN(c3ccccc3)CC2)c2ccccc21 was read as PP1 counter 1, HCV core dimer 2, PP5 primary 0.7, GRK2 inh 0, VLA-4 inh 17, proCasp3 act 6, JMJD2C inh 1, Fh CTSL1 inh 2 and procasp7 counter 2.

Results, repeating the preview:
O=C(ON=C1CCN(S(=O)(=O)c2ccccc2)CC1)c1ccc(F)cc1 was read as PP1 counter 0, HCV core dimer 1, PP5 primary -1.0, GRK2 inh 0, VLA-4 inh -1, proCasp3 act -5, JMJD2C inh -8, Fh CTSL1 inh 5 and procasp7 counter 9.
Cn1cc(SCC(=O)N2CCN(c3ccccc3)CC2)c2ccccc21 was read as PP1 counter 1, HCV core dimer 2, PP5 primary 0.7, GRK2 inh 0, VLA-4 inh 17, proCasp3 act 6, JMJD2C inh 1, Fh CTSL1 inh 2 and procasp7 counter 2.
`CCn1nc(C(=O)Nc2ccc(N3CCOCC3)cc2)c2ccccc2c1=O` gave PP1 counter -4, PP5 primary -0.5, GRK2 inh 2, VLA-4 inh 14, proCasp3 act -3, JMJD2C inh 0 and procasp7 counter 14.
CCCCn1c(N)c(N(CC)C(=O)C2CCC2)c(=O)[nH]c1=O was read as PP1 counter -1, PP5 primary 1.2, GRK2 inh 0, VLA-4 inh 3, proCasp3 act 5, JMJD2C inh 0 and procasp7 counter 4.
Cc1ccc(C(=O)COC(=O)CCCC(=O)Nc2cc(C(F)(F)F)ccc2Cl)cc1C was read as PP1 counter 1, HCV core dimer 1, PP5 primary 2.2, GRK2 inh 0, VLA-4 inh 9, proCasp3 act 4, JMJD2C inh -15, Fh CTSL1 inh -21 and procasp7 counter 3.
`COc1ccccc1NC(=O)CCc1nnc2ccc(N3CCC4(CC3)OCCO4)nn12` gave PP1 counter -2, HCV core dimer -15, PP5 primary 1.0, GRK2 inh 0, VLA-4 inh 0, proCasp3 act -5, JMJD2C inh 5, Fh CTSL1 inh 1 and procasp7 counter -3.
Screening Cc1csc(SCC(=O)NCCc2ccc(Cl)cc2Cl)n1 returned PP1 counter -2, HCV core dimer 4, PP5 primary 0.8, GRK2 inh 0, VLA-4 inh 6, proCasp3 act 1, JMJD2C inh -10, Fh CTSL1 inh -1 and procasp7 counter 5.
Screening CCOc1cc(S(=O)(=O)n2nc(C)cc2C)ccc1Br returned PP1 counter -2, HCV core dimer -2, PP5 primary 3.3, GRK2 inh 1, VLA-4 inh 13, proCasp3 act 4, JMJD2C inh 5, Fh CTSL1 inh -1 and procasp7 counter 0.
`CCc1cccc(NC(=S)N(CCOC)C(C)c2ccco2)c1` (stereo not given) gave PP1 counter -1, HCV core dimer 8, PP5 primary -2.1, GRK2 inh 0, VLA-4 inh -6, proCasp3 act -5, JMJD2C inh 2, Fh CTSL1 inh -5 and procasp7 counter -1.
O=C1CC(O)(c2ccccc2)C(c2ccccc2)=C1c1ccccc1 (stereo not given) was read as PP1 counter 1, HCV core dimer -3, PP5 primary 2.9, GRK2 inh 1, VLA-4 inh -13, proCasp3 act -4, JMJD2C inh 10, Fh CTSL1 inh -1 and procasp7 counter 1.
Screening O=C1c2ccc([N+](=O)[O-])cc2C(=O)N1c1ccc([N+](=O)[O-])cn1 returned PP1 counter 3, HCV core dimer -8, PP5 primary 1.4, GRK2 inh 0, VLA-4 inh 12, proCasp3 act -2, JMJD2C inh 1, Fh CTSL1 inh 5 and procasp7 counter 6.
Screening CC1CCC(NC(=O)CCS(=O)(=O)c2ccc3c(c2)oc(=O)n3C)CC1 (stereo not given) returned PP1 counter -2, HCV core dimer 0, PP5 primary -1.6, GRK2 inh 0, VLA-4 inh 8, proCasp3 act -2, JMJD2C inh 7, Fh CTSL1 inh 1 and procasp7 counter -6.
For Cc1cc(C)n(C(=O)CCNC(=O)c2ccccc2Br)n1 the results were PP1 counter 0, HCV core dimer -4, PP5 primary -2.7, GRK2 inh 5, VLA-4 inh 0, proCasp3 act 0, JMJD2C inh 0, Fh CTSL1 inh -8 and procasp7 counter 11.
Screening Cc1cc2cc(CCNC(=O)C(=O)c3c[nH]c4ccccc34)c(=O)[nH]c2cc1C returned PP1 counter -1, HCV core dimer -3, PP5 primary 2.2, GRK2 inh 0, VLA-4 inh 1, proCasp3 act -2, JMJD2C inh 7, Fh CTSL1 inh 2 and procasp7 counter 0.
Screening CCCc1nc(SCC(=O)N2CCc3ccccc32)c2c(C)c(C)sc2n1 returned PP1 counter -3, HCV core dimer 13, PP5 primary 0.1, GRK2 inh 1, VLA-4 inh -3, proCasp3 act 1, JMJD2C inh -9, Fh CTSL1 inh -2 and procasp7 counter 7.
Screening Nc1ccc(C(=O)NCC(=O)O)cc1 returned PP1 counter -4, HCV core dimer 8, PP5 primary -0.7, GRK2 inh 18, VLA-4 inh 6, proCasp3 act 1, Fh CTSL1 inh 3 and procasp7 counter -5.
`COc1cccc(OCC(O)CNC2CCCC2)c1` (stereo not given) gave PP1 counter -2, HCV core dimer 1, PP5 primary 1.2, GRK2 inh 1, VLA-4 inh 5, proCasp3 act 1, JMJD2C inh -10, Fh CTSL1 inh 1 and procasp7 counter 8.
For Cc1csc(Nc2ccc(Cl)cc2)[n+]1-c1ccc(Cl)cc1 the results were PP1 counter -3, HCV core dimer 4, PP5 primary 1.6, GRK2 inh 3, VLA-4 inh 6, proCasp3 act -8, JMJD2C inh -27, Fh CTSL1 inh -1 and procasp7 counter -7.
For Cc1cc(C)nc(SCC(=O)Nc2ncc(Cc3cccc(Cl)c3)s2)n1 the results were PP1 counter 4, HCV core dimer 2, PP5 primary 1.1, GRK2 inh 0, VLA-4 inh 8, proCasp3 act -2, JMJD2C inh 7, Fh CTSL1 inh -4 and procasp7 counter 4.
`S=C(Nc1ccc(N2CCOCC2)cc1)Nc1ccc2snnc2c1` gave PP1 counter 0, HCV core dimer 1, PP5 primary 1.4, GRK2 inh 3, VLA-4 inh 11, proCasp3 act -5, JMJD2C inh 0, Fh CTSL1 inh 1 and procasp7 counter -19.
Screening O=C(COC(=O)C1CCCO1)Nc1cccc(C(F)(F)F)c1 (stereo not given) returned PP1 counter -2, HCV core dimer -2, PP5 primary -0.3, GRK2 inh 0, VLA-4 inh -1, proCasp3 act 2, JMJD2C inh 17, Fh CTSL1 inh 1 and procasp7 counter 0.
`CCCN(CC(=O)Nc1ccc(F)c(F)c1F)CC(=O)Nc1c(Cl)cccc1Cl` gave PP1 counter 0, HCV core dimer -13, PP5 primary 1.3, GRK2 inh 0, proCasp3 act 11, JMJD2C inh -1, Fh CTSL1 inh 14 and procasp7 counter 2.
For O=C(/C=C/c1cccs1)Nc1cccnc1 the results were PP1 counter 1, HCV core dimer -12, PP5 primary -1.2, GRK2 inh 0, VLA-4 inh -9, proCasp3 act -13, JMJD2C inh -4, Fh CTSL1 inh 5 and procasp7 counter -2.
`COc1ccc(OC)c2sc(NC(=O)c3ccc(Cl)s3)nc12` gave PP1 counter 0, HCV core dimer -12, PP5 primary -2.6, GRK2 inh 5, VLA-4 inh -8, proCasp3 act -7, JMJD2C inh -8, Fh CTSL1 inh -9 and procasp7 counter -2.
COc1ccc2cc(-c3cccnc3)ncc2c1 was read as PP1 counter -2, PP5 primary 1.5, GRK2 inh 2, VLA-4 inh 14, proCasp3 act 9, JMJD2C inh -3 and procasp7 counter -3.
Screening Cc1ccc(C)c(NC(=O)CSc2nnc3n2CCCCC3)c1 returned PP1 counter -2, HCV core dimer 3, PP5 primary 1.7, GRK2 inh 0, VLA-4 inh 9, proCasp3 act 4, JMJD2C inh 7, Fh CTSL1 inh -4 and procasp7 counter 4.
For Fc1ccc(C2CCCCN2Cc2nc(CC3CC3)no2)cc1 (stereo not given) the results were PP1 counter -4, HCV core dimer 1, PP5 primary 3.5, GRK2 inh 6, VLA-4 inh -1, proCasp3 act 11, JMJD2C inh -12, Fh CTSL1 inh 0 and procasp7 counter 4.
For CC(C)c1nccn1S(=O)(=O)c1cccc([N+](=O)[O-])c1 the results were PP1 counter -2, HCV core dimer 2, PP5 primary -1.0, GRK2 inh 0, VLA-4 inh 20, proCasp3 act -7, JMJD2C inh -3, Fh CTSL1 inh 3 and procasp7 counter 3.
Screening COC(CN1CCc2c(C)nc3c(C#N)cnn3c21)OC returned PP1 counter -2, HCV core dimer -5, PP5 primary -0.3, GRK2 inh 2, VLA-4 inh 9, proCasp3 act -2, JMJD2C inh -2, Fh CTSL1 inh 3 and procasp7 counter 13.
COc1cccc2sc(N(CCN(C)C)C(=O)c3ccc4c(c3)CCCC4)nc12 was read as PP1 counter 0, HCV core dimer -11, PP5 primary 3.1, GRK2 inh 0, VLA-4 inh -8, proCasp3 act -10, JMJD2C inh -3, Fh CTSL1 inh 0 and procasp7 counter -2.
For Cc1cc(C)n(CC(=O)O)n1 the results were PP1 counter 1, HCV core dimer -3, PP5 primary 2.8, GRK2 inh 2, VLA-4 inh 4, proCasp3 act 5, JMJD2C inh 0, Fh CTSL1 inh -4 and procasp7 counter -6.
NC(=O)c1ccc(N2CCN(S(=O)(=O)c3cccs3)CC2)c([N+](=O)[O-])c1 was read as GRK2 inh 1, VLA-4 inh -2, proCasp3 act 1, JMJD2C inh 8 and procasp7 counter 9.
For CC(=O)C1=C(c2ccccc2)NC(=O)NC1c1ccccc1 (stereo not given) the results were PP1 counter 1, HCV core dimer 1, PP5 primary 1.7, GRK2 inh 3, VLA-4 inh 5, proCasp3 act -2, JMJD2C inh 4, Fh CTSL1 inh -2 and procasp7 counter 0.
COc1ccc(CCNS(=O)(=O)c2cn(C)cn2)cc1OC was read as PP1 counter -1, HCV core dimer 7, PP5 primary -1.2, GRK2 inh 0, VLA-4 inh -5, proCasp3 act 6, JMJD2C inh -1, Fh CTSL1 inh -2 and procasp7 counter 6.
C=CCC[C@H](Cc1ccc(F)cc1)C(=O)OC[C@H](Cc1c[nH]c2ccccc12)NC(=O)[C@H](CC=C)CC(=O)NCCO was read as GRK2 inh 0, VLA-4 inh 14, proCasp3 act 6, JMJD2C inh 3 and procasp7 counter 5.
For COC(=O)c1ccc(C)c(NS(=O)(=O)c2ccc(OC)cc2)c1 the results were PP1 counter -3, HCV core dimer 3, PP5 primary 3.9, GRK2 inh 2, VLA-4 inh 11, proCasp3 act -9, JMJD2C inh -8, Fh CTSL1 inh -3 and procasp7 counter 4.
COC(=O)c1[nH]c2ccccc2c1NC(=O)CN1CCCc2ccccc21 was read as PP1 counter 15, HCV core dimer 8, PP5 primary 0.3, GRK2 inh 19, VLA-4 inh -38, proCasp3 act -2, JMJD2C inh 18, Fh CTSL1 inh -1 and procasp7 counter 0.
